UHRF1 MBD2 ctr: UHRF1 methyl-DNA binding inhibition; Q96T88; UHRF1 binding to methylated oligo, TR-FRET; inhibition, % at 4.4 µM; 0.75% of 370,000 active; in the data active = inhibition above about 21%;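 note: UHRF1 SRA domain binding a hemimethylated CpG hairpin DNA probe; 0% = median of test compound wells and 100% = reference inhibitor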
ASAP1 GAP inh: blocks human ASAP1-stimulated Arf1 GTP hydrolysis | 0.19% of 360,000 active | inhibition, % at 16.5 µM | GDP FP detection | Q9ULH1 | AID 624377; in the data active = inhibition above about 25%;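 note: 0% = vehicle with enzyme and substrate and 100% = no enzyme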
MBD2 inh: blocks human MBD2 binding to methylated DNA | Q9UBB5 | TR-FRET, MBD2 binding to methylated oligonucleotide | inhibition, % at 4.4 µM | 0.31% of 370,000 active; in the data active = inhibition above about 13%
Tn6 DDE FP: disrupts Tn6 cyclic peptide binding to fibrin D-Dimer-E complex | 0.21% of 370,000 active | inhibition, % at 8.3 µM | Fibrin DD(E) TRITC-Tn6 fluorescence polarization displacement | P02675 | AID 720509;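 active = inhibition above a per-campaign cutoff: mean of compounds within control limits plus 3 SD, cut at about 15% in these data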;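 note: 0% = median of all compound wells on the plate and 100% = blocking peptide control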
Target sequence (P02675 whole entry, looked up): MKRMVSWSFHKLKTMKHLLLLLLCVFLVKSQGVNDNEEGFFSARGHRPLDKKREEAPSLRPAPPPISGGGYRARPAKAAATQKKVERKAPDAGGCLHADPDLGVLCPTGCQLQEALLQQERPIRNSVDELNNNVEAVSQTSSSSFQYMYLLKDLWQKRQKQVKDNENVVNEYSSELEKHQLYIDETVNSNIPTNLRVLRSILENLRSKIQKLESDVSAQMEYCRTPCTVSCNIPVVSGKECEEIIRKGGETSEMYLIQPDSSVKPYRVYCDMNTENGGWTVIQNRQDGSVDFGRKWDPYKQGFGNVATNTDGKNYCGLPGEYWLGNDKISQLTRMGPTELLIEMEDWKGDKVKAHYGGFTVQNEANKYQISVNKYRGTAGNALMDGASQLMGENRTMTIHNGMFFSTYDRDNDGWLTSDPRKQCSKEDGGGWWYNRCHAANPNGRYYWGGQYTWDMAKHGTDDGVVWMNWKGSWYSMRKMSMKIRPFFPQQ
proKLK7 act: activates the human kallikrein-7 zymogen; P49862; activation, % at 7 µM; purified proKLK7, EDANS-DABCYL substrate fluorescence; 100% is mature enzyme control, 0% vehicle; 0.9% of 370,000 active;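 active = activation above the mean of all tested compounds plus 3 SD, computed per campaign excluding outliers beyond control limits, cut at about 13% in these data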
Target sequence (P49862 whole entry, looked up): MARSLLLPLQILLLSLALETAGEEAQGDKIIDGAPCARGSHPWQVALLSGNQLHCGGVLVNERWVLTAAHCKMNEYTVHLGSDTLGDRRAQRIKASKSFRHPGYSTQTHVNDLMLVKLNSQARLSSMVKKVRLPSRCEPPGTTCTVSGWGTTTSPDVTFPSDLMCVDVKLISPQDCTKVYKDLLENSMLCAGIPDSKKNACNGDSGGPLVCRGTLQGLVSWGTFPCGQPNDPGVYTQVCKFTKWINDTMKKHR
ADAM17 inh: inhibits human ADAM17; 0.83% of 370,000 active; inhibition, % at 6.95 µM; recombinant ADAM17, EDANS/DABCYL FRET peptide cleavage;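 active = inhibition above the mean of compounds lying between control limits plus 3 SD, set per campaign, cut at about 8.5% in these data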;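 note: 0% = DMSO-only wells as the low control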
PLCg1 inh: inhibitors of human phospholipase C gamma1. 0.84% of 370,000 active. AID 720700. inhibition, % at 12.2 µM. purified PLC-gamma1, fluorogenic substrate, fluorescence; in the data active = inhibition above about 9.5%
Tn7 DDE FP: inhibitors of Tn7 peptide binding to human fibrin DD(E) | inhibition, % at 8.3 µM | P02675 | FP displacement of FITC-Tn7 peptide from fibrin DD(E); 0% = median of compound wells per plate | AID 720508 | 0.13% of 370,000 active;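 active = inhibition above the mean of compounds falling within the control limits plus 3 SD of them, cut at about 14% in these data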;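 note: 0% = plate median of compound wells and 100% = 10 µM Aha-Tn7 peptide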
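Assay system: human fibrin DD(E) protein / Input: 2 µM fibrin DD(E) / Benchmarks: high control of 10 µM Aha-Tn7 peptide / Measured by: fluorescence polarization of the labelled Tn7 tracer / Medium: Tris buffer with calcium and detergent, pH 7.8 / Timing: 10 min compound pre-incubation, 3 h probe incubation at room temperature / Repeats: one replicate per compound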
PLC-beta3 inh: PLC-beta3 (human) inhibition, primary screen; inhibition, % at 12.2 µM; AID 720704; Purified PLC-beta3, fluorogenic substrate, fluorescence; 0.18% of 370,000 active; in the data active = inhibition above about 11%;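 note: 0% = median of compound wells on plate and 100% = full blocker control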
ARFGAP1 inh: rat ARFGAP1 inhibition; inhibition, % at 16.5 µM; 0.26% of 360,000 active; Arfgap1-stimulated ARF1 GTP hydrolysis, GDP FP detection; Q62848;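 active = inhibition above a per-plate limit, mean inhibition of low control wells plus 3 SD, cut at about 25% in these data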;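 note: 0% = DMSO wells with enzyme and 100% = wells lacking Arfgap1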
Target sequence (Q62848 1-136 limits assumed): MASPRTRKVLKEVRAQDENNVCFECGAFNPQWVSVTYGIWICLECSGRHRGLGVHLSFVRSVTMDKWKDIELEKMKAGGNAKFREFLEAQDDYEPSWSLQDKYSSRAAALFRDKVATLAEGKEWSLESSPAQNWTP
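System: truncated rat Arfgap1 GAP domain / Medium: HEPES-based buffer, pH 7.5 / Also added: N-terminally truncated human ARF1-GTP substrate / Incubation: enzyme reaction 120 min at 25 °C after 20 min preincubation / Measured by: FP of antibody-bound GDP Alexa 633 tracer, ex 620/em 688 nm / Replicates: singlicate, each compound tested once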
Numbers without * were called inactive; i = inactive; . = no result given.

SMILES	UHRF1 MBD2 ctr	ASAP1 GAP inh	MBD2 inh	Tn6 DDE FP	proKLK7 act	ADAM17 inh	PLCg1 inh	Tn7 DDE FP	PLC-beta3 inh	ARFGAP1 inh
CCS(=O)(=O)Nc1cccc(C2=NN(S(=O)(=O)CC)C(c3ccccc3)C2)c1 (configuration not stated)	0	5	-2	-7	-0.8	0	-3	-3	0	-2
CCSc1nnc(NC(=O)C2CCN(S(=O)(=O)c3ccccc3C(F)(F)F)CC2)s1	-4	-1	1	0	0.6	1	2	6	3	-18
Cc1ccc(S(=O)(=O)Nc2ccccc2-c2ccccc2NS(=O)(=O)c2ccc(C)cc2)cc1	1	-14	1	9	-0.8	5	0	3	-2	-8
CC(C)(C)OC(=O)N(CCc1ccccc1)Cc1ccc(OCc2cccc(NC(=O)/C=C/c3ccccc3)c2)cc1	4	4	-3	-3	-0.2	1	1	-8	-3	12
COc1ccc(-c2cc(C(F)(F)F)n3nc(C(=O)N(C)Cc4ccccc4)cc3n2)cc1OC	-2	-7	2	-5	-2.0	-5	-47	-3	-70	6
Cc1cc(C)n(CC(=O)Nc2ccc3c(c2)OCO3)c(=O)c1C#N	-1	2	2	-8	0.3	-1	3	-7	0	-1
Cc1cc(Nc2ccccc2)n(CCOC(=O)COc2ccccc2)n1	-2	4	-5	-4	0.4	3	1	2	2	-6
c1ccc2c(c1)COC(CN1CCCCC1)OC2	2	-9	4	-2	-1.2	4	4	-10	4	5
CCCCN=C(N)/C(C(=O)OCC)=C(\O)c1ccc(OC)cc1	-3	-13	-3	2	0.4	3	2	7	2	-5
CCc1ccc(Nc2ccc3nonc3c2[N+](=O)[O-])cc1	-2	-24	-2	8	-0.1	-1	0	4	-4	3
O=C1CCCN1S(=O)(=O)c1ccc(F)cc1	4	-23	4	8	-0.5	-4	2	10	-6	8
CC(C)CCNc1nc(N)c([N+](=O)[O-])c(N2CCCCCC2)n1	5	-6	2	0	-0.5	-1	8	5	-3	-6
Cc1ccc(C(=O)NNC(=O)C2CCN(C(=O)OC(C)(C)C)CC2)cc1	-3	-9	-2	0	0.2	1	-1	-4	-6	-12
CCCCNC(=O)O[C@H]1C[C@@H]2CCN3C(=O)CCC[C@H]([C@H]1Cc1ccccc1)[C@H]23	18	-2	7	0	-0.5	0	4	0	1	6
COc1ccc(S(=O)(=O)Nc2ccc(Oc3ncccn3)c(Cl)c2)cc1	0	12	5	-2	-0.3	-2	0	-1	0	-1
COc1cccc(CC2(CO)CCN(Cc3cn(C)nc3C)CC2)c1	1	-10	2	-8	0.4	-5	-5	-4	-7	12
O=C(O)c1ccc(/C=C2\COc3ccccc3C2=O)cc1	8	-14	1	-4	2.7	-1	0	-3	-2	-2
COc1cc(OC)cc(-c2nnc(SCC(=O)N3c4ccccc4Sc4ccccc43)o2)c1	0	-22	-5	0	0.3	-1	0	4	2	2
O=C(Cc1ccccc1[N+](=O)[O-])N1CCN(c2ccc(F)cc2)CC1	-2	-9	-1	-1	0.1	-2	-2	1	1	-4
CCC(C)(C)NC(=O)Cc1ccc(C)cc1	0	-15	-6	-2	0.0	1	1	7	0	-2
O=C(COC(=O)c1c2ccccc2cc2ccccc12)NCC(F)(F)F	-3	14	0	10	1.6	-61	i	-7	i	14
COc1ccc(NC(=O)c2cccc(-c3ccc(O)cc3)c2)cn1	0	8	0	0	0.8	2	-6	6	-15	17
CC(C)Cn1c(N)c(C(=O)COC(=O)Cc2cccs2)c(=O)n(C)c1=O	1	1	2	0	0.4	-2	-33	7	-38	-5
O=C(NCC1CCCO1)c1ccc(NC(=O)c2cccc([N+](=O)[O-])c2)cc1 (configuration not stated)	2	-4	-4	-2	0.6	2	3	-15	-2	13
CNC(=O)c1nnc(Cc2ccc(Cl)cc2)o1	2	10	0	7	0.1	0	-1	-1	6	-4
CCOc1ccc(CCNC(=O)C2=C(C)C(=O)OC23CCC(C)CC3)cc1 (configuration not stated)	-2	-3	3	2	0.3	2	2	5	2	3
COc1cccc(Cn2c3ccc(NC(=O)Cc4cc(OC)ccc4OC)cc3c(=O)n2C)c1	0	8	-2	9	4.2	-383	-226	8	-294	-7
CC(=O)NC(NC(=S)Nc1c(C)n(C)n(-c2ccccc2)c1=O)C(Cl)(Cl)Cl (configuration not stated)	7	3	6	-2	0.1	-3	3	-1	-1	10
COc1ccc(C2=NOC3(CC(=O)N(c4ccc(C)cc4)C3=O)C2)cc1 (configuration not stated)	-2	3	1	4	-0.3	-3	0	7	-6	2
Cc1cc2c(=O)n(C)c(SCC(=O)Nc3ccccc3)nc2s1	-4	-5	-3	-4	0.2	1	4	-6	-2	-1
COc1cccc(NC(=O)CN(C)C(=O)CC(NC(=O)c2ccccc2Cl)c2ccccc2)c1 (configuration not stated)	-1	2	-3	-8	0.1	-4	4	-3	-7	-4
O=c1[nH]c(SCc2cccc([N+](=O)[O-])c2)nc2[nH]ncc12	1	11	4	-1	0.6	-2	-3	-3	-3	-7
COC(=O)c1cc(S(=O)(=O)N2CCC(C)CC2)ccc1F	-3	-5	3	-2	-0.1	-4	-2	-4	0	-5
CCOC(=O)c1ccc(NC(=O)CC2C(=O)N(c3ccc(F)cc3)C(=O)N2CCC(C)C)cc1 (configuration not stated)	0	19	-1	4	0.1	4	-1	-4	4	-1
CCOC(=O)N1CCN(C(=O)c2ccc3nc(C)sc3c2)CC1	-3	3	0	0	0.3	1	7	-6	2	10
Cc1nn(CCc2nn[nH]n2)c2nc(-c3ccccc3)cc(C(F)(F)F)c12	-5	4	-2	3	-9.0	-137	-88	-5	-108	5
O=S1(=O)CC2c3ccccc3CCN2CN1CCc1ccccc1 (configuration not stated)	0	.	-3	5	-0.1	0	1	9	7	.
C=CCN(CC=C)Cc1cc(=O)oc2cc(C)cc(C)c12	0	13	1	-6	0.8	7	2	-5	-8	-1
O=C(CSc1nnc(-c2ccc(Br)cc2)o1)N1CCN(C(=O)c2ccco2)CC1	-2	3	2	-2	0.5	-2	0	2	0	11
CN(C)c1ccc(C(=O)OCC(=O)N2CCCC2)cc1	1	-5	2	-10	-0.5	-5	-1	2	-9	-8
O=C(NCc1cccc(Cl)c1)C1CCC(=O)N(CCN2CCOCC2)C1 (configuration not stated)	-2	-18	-2	6	0.5	-7	-3	-4	-5	-1
O=C(CN1CCc2ccccc21)NN1CC(=O)N(c2ccc(Cl)cc2)CC1=O	0	-5	0	5	0.3	-1	-1	-2	-8	0
COc1ccc(OC)c(S(=O)(=O)Nc2ccccc2C(F)(F)F)c1	0	-10	-2	2	-1.3	-33	1	1	1	8
COc1ccccc1CCNC(=O)c1cccc(S(=O)(=O)N2CCc3ccccc3C2)c1	-1	2	1	6	1.1	3	0	12	-8	3
COc1cc(Br)cc(/C=N/NC(=O)Cc2ccc(C(F)(F)F)cc2[N+](=O)[O-])c1O	-2	-6	-1	4	-0.9	0	-4	1	1	5
Nc1nc(N)c2c(ccc3nccc32)[nH]1	-4	-2	-9	0	195*	i	i	8	i	-7
O=C(CSc1ncc(S(=O)(=O)c2ccccc2)c(=O)[nH]1)Nc1ccccc1Cl	-2	5	-3	7	0.0	0	-3	1	0	-1
CC(NC(=O)c1ccco1)C(=O)N1CCN(c2cccc(Cl)c2)CC1 (configuration not stated)	1	-2	5	0	0.1	-3	2	1	-5	-4
Cc1ccc(N2C(=O)C3ON(c4ccccc4)C(c4ccncc4)C3C2=O)c(C)c1 (configuration not stated)	1	-9	2	2	-0.9	-2	-2	-2	0	0
O=C(C(=O)N1CCC(CNS(=O)(=O)c2ccccc2)CC1)c1cc2ccccc2o1	-1	3	-5	1	-0.6	-2	0	3	3	-6
Cc1c(C(N)=O)sc(N)c1C(=O)OC(C)C	14	-4	2	-6	-0.1	-7	7	-4	-5	8
Cc1nc(N)sc1-c1csc(Nc2ccccn2)n1	-3	3	-5	-2	-0.9	-13	-35	11	-51	7
COc1ccc(-c2nnc(SCC(=O)Nc3c(Cl)cc(Cl)cc3C(=O)O)o2)cc1	0	-15	-1	-10	0.0	-21	-11	-4	-14	-18
CN(C)S(=O)(=O)N1CCC(n2nccc2NC(=O)CCc2ccccc2)CC1	-2	-6	1	-1	0.2	1	1	-4	-1	-11
CN(Cc1cccc(-n2cccn2)c1)C(=O)CCc1nnc(C2CCCCC2)o1	-1	1	4	0	0.0	1	0	-4	0	5
Cc1cc(OCC(=O)O)c2ccccc2n1	6	8	7	-2	0.1	-7	2	1	1	13
CCOc1ccc(C(=O)Nc2cc(C)on2)cc1	3	11	10	-7	-0.2	-4	1	2	4	10
O=C(CCCCCNc1nc(=S)[nH]c2ccccc12)NCc1ccccc1Cl	-3	0	3	-3	-0.3	-2	0	-1	-4	0
Cc1cc(O)c2c(c1)CC1C3CCC4CC(=O)CCC4(C)C3CC(=O)C21C (configuration not stated)	-1	9	0	7	0.1	-2	-1	3	1	-4
CCOCCCNCc1ccc(Cl)cc1	3	1	0	1	-0.1	-3	0	8	-1	-6

3 structures already listed, arranged by number of heavy atoms, falling:
SMILES	UHRF1 MBD2 ctr	ASAP1 GAP inh	MBD2 inh	Tn6 DDE FP	proKLK7 act	ADAM17 inh	PLCg1 inh	Tn7 DDE FP	PLC-beta3 inh	ARFGAP1 inh
CCCCNC(=O)O[C@H]1C[C@@H]2CCN3C(=O)CCC[C@H]([C@H]1Cc1ccccc1)[C@H]23	18	-2	7	0	-0.5	0	4	0	1	6
O=C(CCCCCNc1nc(=S)[nH]c2ccccc12)NCc1ccccc1Cl	-3	0	3	-3	-0.3	-2	0	-1	-4	0
O=C1CCCN1S(=O)(=O)c1ccc(F)cc1	4	-23	4	8	-0.5	-4	2	10	-6	8

(cont.)
SMILES	UHRF1 MBD2 ctr	ASAP1 GAP inh	MBD2 inh	Tn6 DDE FP	proKLK7 act	ADAM17 inh	PLCg1 inh	Tn7 DDE FP	PLC-beta3 inh	ARFGAP1 inh
Cc1nc2cc(NC(=O)CCS(=O)(=O)c3ccccc3)ccc2s1	1	1	3	0	0.7	-2	0	1	1	-1
COc1ccc(CCNC(=O)COc2ncnc3ccccc23)cc1	0	16	0	5	-0.1	0	-114	-2	-3	4
O=[N+]([O-])c1ccccc1CN1CCN(c2ncccn2)CC1	-1	0	-5	2	-1.4	5	2	-11	-1	-8
Cc1c(NC(=O)C(C)Oc2ncnc3ccccc23)c(=O)n(-c2ccccc2)n1C (configuration not stated)	-2	-10	0	-10	0.2	-3	2	-1	0	10
CCOC(=O)CNc1ccc(OC(F)(F)F)cc1	0	-1	2	8	0.2	-1	2	-4	-3	7
O=C(CSCc1ccccc1)N1CCN(c2ccc(F)cc2)CC1	-2	2	0	-6	-0.5	1	2	0	5	1

Single entries from the results shown.
Cc1nc2cc(NC(=O)CCS(=O)(=O)c3ccccc3)ccc2s1 in ADAM17 inh = -2
O=C(CSCc1ccccc1)N1CCN(c2ccc(F)cc2)CC1 in Tn6 DDE FP = -6
Cc1c(NC(=O)C(C)Oc2ncnc3ccccc23)c(=O)n(-c2ccccc2)n1C (configuration not stated) in Tn6 DDE FP = -10
CCOC(=O)CNc1ccc(OC(F)(F)F)cc1 in ARFGAP1 inh = 7

Structures listed above marked active in proKLK7 act.
SMILES	UHRF1 MBD2 ctr	ASAP1 GAP inh	MBD2 inh	Tn6 DDE FP	proKLK7 act	ADAM17 inh	PLCg1 inh	Tn7 DDE FP	PLC-beta3 inh	ARFGAP1 inh
Nc1nc(N)c2c(ccc3nccc32)[nH]1	-4	-2	-9	0	195*	i	i	8	i	-7

Assay outcomes (PubChem)
